Bioassay records: PubChem BioAssay, Broad Institute
NSD2 HMT inh = blocks human histone methyltransferase NSD2; NSD2 peptide methylation, AlphaScreen, 120 min; O96028; inhibition, % at 12.5 µM; 310,000 compounds, 0.54% hits; in the data active means inhibition above about 50%
SR-BI DiI inh = mouse SR-BI HDL lipid transfer inhibition | Q61009 | ldlA[mSR-BI] CHO cells, DiI-HDL uptake fluorescence, 3 h | inhibition, % at 12.5 µM | 320,000 compounds, 0.96% hits;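 active means mean replicate inhibition of at least 70% and a set share of replicates each scoring 70 or more; inconclusive means meets just one of the two criteria; inactive means fails both criteria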;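 further: 0% = median of neutral control wells and 100% = median of positive control wells; values of inactives mirror those of a sister screen read the other way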
CAL PDZ FP-1 = blocks peptide binding to the human CAL PDZ domain | AID 602252 | purified CAL PDZ, TMR-peptide fluorescence polarization, 1 h | Q9HD26 | 300,000 compounds, 0.92% hits | inhibition, % at 24.9 µM;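 active means mean inhibition of at least 30% with at least half of replicates also reaching 30%; inconclusive means no clear call, values can overlap the other calls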;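 further: 0% = DMSO neutral control and 100% = excess unlabeled competitor peptide PRC23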
Rtt109 Vps75 = C. albicans Rtt109 histone acetyltransferase inhibition; Q5AAJ8; purified Rtt109/Vps75, ThioGlo CoA-SH fluorescence, 4 h; inhibition, % at 34.9 µM; 330,000 compounds, 0.16% hits; AID 540336;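 active means inhibition of at least 50% in every replicate; inconclusive means best replicate reaches 50% inhibition but some replicates fall short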
Target sequence (Q5AAJ8 whole entry, looked up): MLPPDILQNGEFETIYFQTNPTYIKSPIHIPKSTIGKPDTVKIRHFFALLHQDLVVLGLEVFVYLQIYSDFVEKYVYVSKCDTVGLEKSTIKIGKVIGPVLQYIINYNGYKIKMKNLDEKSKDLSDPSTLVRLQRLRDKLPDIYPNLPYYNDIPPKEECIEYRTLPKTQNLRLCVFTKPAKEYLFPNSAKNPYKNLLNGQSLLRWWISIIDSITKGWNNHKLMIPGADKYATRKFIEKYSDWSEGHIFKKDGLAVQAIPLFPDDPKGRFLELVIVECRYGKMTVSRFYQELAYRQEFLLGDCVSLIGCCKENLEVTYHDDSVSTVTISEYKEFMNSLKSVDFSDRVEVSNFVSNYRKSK
CAL PDZ FP-2 = inhibitors of human CAL PDZ peptide binding | AID 504414 | Q9HD26 | purified CAL PDZ, TMR-peptide fluorescence polarization, 1 h | inhibition, % at 20 µM | 330,000 compounds, 0.02% hits;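 active means highest replicate inhibition of at least 40%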;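 further: plate controls were DMSO neutral control wells for no effect and unlabeled competitor peptide control wells for full effect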
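Material: tagged CAL PDZ domain; buffer or medium: 25 mM sodium phosphate pH 7.4, 150 mM NaCl, TCEP, IgG, Thesit; compound dosing: single point, 20 µM; schedule: 1 h incubation at room temperature before polarization reading; measured by: FP readout, S and P plane fluorescence; read-out basis: percent inhibition from loss of millipolarization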
SR-BI DiI-HDL act = SR-BI HDL lipid transfer activation | activation, % at 12.5 µM | AID 504775 | 320,000 compounds, 0.096% hits | CHO ldlA[mSR-BI] cells, DiI-HDL uptake fluorescence, 3 h; 100 = double the neutral-control signal;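 active means mean replicate activation of at least 60% and every replicate at or above 60%; inconclusive means mean or all-replicate condition met, but not both; inactive means mean below 60% and not all replicates reaching 60%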;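 further: 0% = median plate neutral-control signal and 100% = twice that signal; values of inactives mirror those of a sister screen read the other way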
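Test system: SR-BI-overexpressing, LDLR-lacking CHO cells. Measured by: DiI fluorescence, bottom read. Medium: Ham's F12 with 0.5% BSA, HEPES 25 mM, pH 7.4. Timing: 3 h uptake period with compound, 37 °C.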
dFosB activator = enhances mouse delta FosB homodimer DNA binding. activation, % at 25 µM. purified delta FosB, TAMRA-CDK5 oligo fluorescence polarization; percent of positive-control signal above neutral wells. P13346. AID 493131. 340,000 compounds, 0.99% hits;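 active means mean activation above about 17%, with every replicate also reaching it, limit read from the data, passing the limit was not always enough; inconclusive means only one of the two conditions met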;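 further: fluorescence polarization rise as delta FosB binds a TAMRA Cdk5 AP-1 oligo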
Target sequence (P13346 whole entry, looked up): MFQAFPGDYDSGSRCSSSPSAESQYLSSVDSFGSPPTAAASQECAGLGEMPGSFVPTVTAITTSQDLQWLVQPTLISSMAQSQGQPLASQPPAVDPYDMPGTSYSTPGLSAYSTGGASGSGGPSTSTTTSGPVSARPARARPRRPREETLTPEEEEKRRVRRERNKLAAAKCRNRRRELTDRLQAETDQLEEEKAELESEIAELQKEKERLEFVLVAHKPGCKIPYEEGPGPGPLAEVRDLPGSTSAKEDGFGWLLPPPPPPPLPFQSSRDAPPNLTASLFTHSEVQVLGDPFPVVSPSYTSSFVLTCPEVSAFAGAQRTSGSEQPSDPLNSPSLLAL
MITF act = increases MITF-driven TRPM1 promoter luciferase signal. AID 588334. 300,000 compounds, 0.75% hits. SK-MEL-5 TRPM1-promoter luciferase, 24 h; % of positive control, neutral wells = 0. activation, % at 12.5 µM;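 active means mean activation of at least 80% with every replicate also reaching 80%; inconclusive means mean reaches 80% but some replicate falls short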;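 further: 0% = neutral control wells and 100% = parthenolide positive control wells; values of inactives mirror those of a sister screen read the other way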
PfHsp90 yeast 2 = growth inhibition of yeast expressing Plasmodium Hsp90 | inhibition, % at 9.4 µM | AID 504621 | S. cerevisiae expressing PfHsp90, BacTiter-Glo ATP, 48 h; yeast lacking PDR1 and PDR3 efflux regulators | 310,000 compounds, 0.32% hits;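 active means every replicate shows inhibition above about 80%, whatever the replicate mean, limit read from the data; inconclusive means mean inhibition reaches the set limit but some replicate falls short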;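 further: 0% = DMSO neutral controls and 100% = 20 µM radicicol positive controls; yeast relying on Plasmodium falciparum Hsp90 in place of its own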
PvdQ inh = blocks Pseudomonas aeruginosa PvdQ acylase activity | purified PvdQ acylase, fluorescence plate reader | inhibition, % at 10 µM | 340,000 compounds, 0.063% hits | AID 488965; in the data active means inhibition above about 30%, passing the limit was not always enough; inconclusive means no clear call, values can overlap the other calls;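 further: 0% = vehicle neutral wells and 100% = reference inhibitor wells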
An asterisk follows results filed as active.

`CC1=C(C(=O)N2CCOCC2)C(c2ccccc2F)C2=C(CCCC2=O)N1` (stereo unspecified) gave NSD2 HMT inh 2, SR-BI DiI inh 21, CAL PDZ FP-1 6, Rtt109 Vps75 5, CAL PDZ FP-2 1.1, SR-BI DiI-HDL act -21, dFosB activator -4, MITF act -3, PfHsp90 yeast 2 1 and PvdQ inh -9.
For Cc1ccccc1C(=O)N1N=C(c2cccc(NS(C)(=O)=O)c2)CC1c1cccs1 (stereo unspecified) the results were NSD2 HMT inh 0, SR-BI DiI inh 22, CAL PDZ FP-1 13, Rtt109 Vps75 -8, CAL PDZ FP-2 -0.1, SR-BI DiI-HDL act -22, dFosB activator -7, MITF act -10, PfHsp90 yeast 2 -1 and PvdQ inh -3.
For COc1ccccc1NC(=O)NNC(=O)c1ccc2ccccc2c1O the results were NSD2 HMT inh 17, SR-BI DiI inh 13, CAL PDZ FP-1 -3, Rtt109 Vps75 -6, CAL PDZ FP-2 20, SR-BI DiI-HDL act -13, dFosB activator -2, MITF act 2, PfHsp90 yeast 2 2 and PvdQ inh -13.
Screening O=C(Oc1c(Cl)cc(Cl)c2cccnc12)c1cccs1 returned SR-BI DiI inh -2, CAL PDZ FP-1 -3, Rtt109 Vps75 3, CAL PDZ FP-2 -1.2, SR-BI DiI-HDL act 2, dFosB activator -1, MITF act -12, PfHsp90 yeast 2 99* and PvdQ inh 0.
Screening Cc1cc(NC(=O)C2CCCN(S(=O)(=O)c3c(C)noc3C)C2)no1 (stereo unspecified) returned SR-BI DiI inh -11, CAL PDZ FP-1 -4, Rtt109 Vps75 5, CAL PDZ FP-2 0.3, SR-BI DiI-HDL act 11, dFosB activator -2, PfHsp90 yeast 2 7 and PvdQ inh -7.
`N#Cc1cnn2c(-c3ccccc3)ccnc12` gave NSD2 HMT inh 1, SR-BI DiI inh -10, CAL PDZ FP-1 0, Rtt109 Vps75 -6, CAL PDZ FP-2 0.0, SR-BI DiI-HDL act 10, dFosB activator -7, MITF act 0, PfHsp90 yeast 2 1 and PvdQ inh -16.
Screening COc1ccc(CN2CCN(Cc3cccn3-c3ncccn3)CC2CCO)c(C)c1C (stereo unspecified) returned NSD2 HMT inh 9, SR-BI DiI inh -1, CAL PDZ FP-1 -3, Rtt109 Vps75 1, CAL PDZ FP-2 -2.6, SR-BI DiI-HDL act 1, dFosB activator -10, MITF act 2, PfHsp90 yeast 2 -8 and PvdQ inh -4.
Screening CCOc1ccc(N=NC2C(=O)N(C(N)=S)N=C2C)cc1 (stereo unspecified) returned NSD2 HMT inh -46, SR-BI DiI inh 11, CAL PDZ FP-1 -7, Rtt109 Vps75 -2, CAL PDZ FP-2 -0.5, SR-BI DiI-HDL act -11, dFosB activator 2, MITF act 38, PfHsp90 yeast 2 -33 and PvdQ inh -9.
Screening O=C(Nc1csc(Cc2c(Cl)cccc2Cl)n1)NN1CCOCC1 returned SR-BI DiI inh 62, CAL PDZ FP-1 -3, Rtt109 Vps75 13, CAL PDZ FP-2 -1.4, SR-BI DiI-HDL act -62, dFosB activator 1, MITF act 4, PfHsp90 yeast 2 10 and PvdQ inh -2.
CCCn1c(/N=C/c2c[nH]c3ccccc23)nc2ccccc21 was read as NSD2 HMT inh 2, SR-BI DiI inh -3, CAL PDZ FP-1 -3, Rtt109 Vps75 1, CAL PDZ FP-2 -0.3, SR-BI DiI-HDL act 3, dFosB activator -2, MITF act -8, PfHsp90 yeast 2 11 and PvdQ inh 0.
For Cc1ccc(NC(=O)CSC2=C(C#N)C(c3ccco3)C3=C(CC(C)(C)CC3=O)N2)cc1 (stereo unspecified) the results were NSD2 HMT inh 2, SR-BI DiI inh -93, CAL PDZ FP-1 -2, Rtt109 Vps75 15, CAL PDZ FP-2 -2.1, SR-BI DiI-HDL act inconclusive, dFosB activator -5 and PvdQ inh -4.
`COc1ccc(N(C(C)=O)S(=O)(=O)c2cccc3cccnc23)cc1` gave NSD2 HMT inh -2, SR-BI DiI inh 6, CAL PDZ FP-1 4, Rtt109 Vps75 5, CAL PDZ FP-2 -2.6, SR-BI DiI-HDL act -6, dFosB activator 0, MITF act 1, PfHsp90 yeast 2 -6 and PvdQ inh -1.
CCOC(=O)C1CCCN(c2nc3ccccc3nc2C(C#N)C(=O)OCCOC)C1 (stereo unspecified) was read as SR-BI DiI inh -6, CAL PDZ FP-1 -1, Rtt109 Vps75 9, CAL PDZ FP-2 -0.6, SR-BI DiI-HDL act 6, dFosB activator -1, MITF act 8 and PvdQ inh -2.
COc1ccccc1OCCCCOc1ccccc1F was read as NSD2 HMT inh -6, SR-BI DiI inh 6, CAL PDZ FP-1 -2, Rtt109 Vps75 -1, CAL PDZ FP-2 0.2, SR-BI DiI-HDL act -6, dFosB activator 2, MITF act 61, PfHsp90 yeast 2 -29 and PvdQ inh 3.
CC(C)Cc1cc(C(=O)N2CCCC(CCC(=O)N(C)CCc3ccccn3)C2)no1 (stereo unspecified) was read as NSD2 HMT inh 1, SR-BI DiI inh -4, CAL PDZ FP-1 0, Rtt109 Vps75 -11, CAL PDZ FP-2 -0.8, SR-BI DiI-HDL act 4, dFosB activator 3, MITF act -4, PfHsp90 yeast 2 1 and PvdQ inh -10.
For O=C(NCC1OCCc2ccccc21)c1ccc(NC(=O)c2ccc(Cl)cc2)cc1 (stereo unspecified) the results were NSD2 HMT inh 3, SR-BI DiI inh 44, CAL PDZ FP-1 -5, Rtt109 Vps75 -6, CAL PDZ FP-2 0.7, SR-BI DiI-HDL act -44, dFosB activator -6, MITF act -70, PfHsp90 yeast 2 -18 and PvdQ inh -10.
For CCOC(=O)CN(C)C(=O)CCc1nnc(-c2ccc(-c3ccccc3)cc2)o1 the results were NSD2 HMT inh 0, SR-BI DiI inh -13, CAL PDZ FP-1 -3, Rtt109 Vps75 -11, SR-BI DiI-HDL act 13, dFosB activator -15, MITF act 2, PfHsp90 yeast 2 4 and PvdQ inh -10.
`COc1ccc(NC(=O)C2=Cc3ccccc3OC2)cc1` gave NSD2 HMT inh -5, CAL PDZ FP-1 -4, Rtt109 Vps75 2, CAL PDZ FP-2 -3.3, dFosB activator -5, MITF act 13, PfHsp90 yeast 2 23 and PvdQ inh -16.
Screening O=C(CSc1nc2ccccc2c(=O)n1-c1ccc(OC(F)F)cc1)NCc1cccs1 returned NSD2 HMT inh -2, SR-BI DiI inh 4, CAL PDZ FP-1 -4, Rtt109 Vps75 8, CAL PDZ FP-2 -0.6, SR-BI DiI-HDL act -4, dFosB activator 11, MITF act 11, PfHsp90 yeast 2 -4 and PvdQ inh -7.
For Cc1cc(C)cc(NC(=O)CCc2nc3ccccc3[nH]2)c1 the results were NSD2 HMT inh 0, SR-BI DiI inh 5, CAL PDZ FP-1 -1, Rtt109 Vps75 0, CAL PDZ FP-2 -0.4, SR-BI DiI-HDL act -5, dFosB activator 28*, MITF act -10, PfHsp90 yeast 2 -21 and PvdQ inh 0.
`CCCCC(NS(=O)(=O)c1ccc(OC)cc1)C(=O)O` (stereo unspecified) gave NSD2 HMT inh 3, CAL PDZ FP-1 49*, Rtt109 Vps75 3, CAL PDZ FP-2 3.3, dFosB activator 5, PfHsp90 yeast 2 -5 and PvdQ inh -14.
`C/C(=N\NC(=O)c1c(-c2ccccc2Cl)noc1C)c1cccc(NC(=O)C(C)C)c1` gave NSD2 HMT inh 9, SR-BI DiI inh -8, CAL PDZ FP-1 -3, Rtt109 Vps75 11, CAL PDZ FP-2 -0.7, SR-BI DiI-HDL act 8, dFosB activator -7, MITF act 3, PfHsp90 yeast 2 17 and PvdQ inh -12.
Screening O=C(NNC(=O)C(c1ccccc1)c1ccccc1)c1ccccn1 returned NSD2 HMT inh -1, SR-BI DiI inh -4, CAL PDZ FP-1 -3, Rtt109 Vps75 -1, CAL PDZ FP-2 -1.9, SR-BI DiI-HDL act 4, dFosB activator 1, MITF act -47, PfHsp90 yeast 2 28 and PvdQ inh -1.
Screening CCC(=O)c1ccc(OCC(O)CN(C)C2CCCCC2)cc1 (stereo unspecified) returned NSD2 HMT inh 25, SR-BI DiI inh -5, CAL PDZ FP-1 -3, Rtt109 Vps75 4, CAL PDZ FP-2 -1.3, SR-BI DiI-HDL act 5, dFosB activator 2, MITF act -2, PfHsp90 yeast 2 9 and PvdQ inh 21.
`COc1cc(/C=N/O)ccc1Oc1ccc([N+](=O)[O-])cc1[N+](=O)[O-]` gave NSD2 HMT inh 6, SR-BI DiI inh -9, CAL PDZ FP-1 -6, Rtt109 Vps75 2, CAL PDZ FP-2 0.0, SR-BI DiI-HDL act 9, dFosB activator -3, MITF act -1, PfHsp90 yeast 2 8 and PvdQ inh -3.
Screening COC(=O)C1CCN(CC(=O)N(C)c2c(N)n(Cc3ccccc3)c(=O)[nH]c2=O)CC1 returned NSD2 HMT inh 10, SR-BI DiI inh -49, CAL PDZ FP-1 8, Rtt109 Vps75 -1, CAL PDZ FP-2 -1.2, SR-BI DiI-HDL act 49, dFosB activator 7, MITF act -8, PfHsp90 yeast 2 -8 and PvdQ inh 1.
Screening COC(=O)CCC(=O)NC(=S)Nc1cc(Cl)ccc1Cl returned NSD2 HMT inh -1, SR-BI DiI inh 10, CAL PDZ FP-1 -1, Rtt109 Vps75 -1, CAL PDZ FP-2 -1.5, SR-BI DiI-HDL act -10, dFosB activator -5, MITF act -3, PfHsp90 yeast 2 9 and PvdQ inh -6.
`O=C(NNc1cc(C(F)(F)F)ccc1Cl)c1ccc(=O)[nH]c1` gave NSD2 HMT inh 2, SR-BI DiI inh 20, CAL PDZ FP-1 -2, Rtt109 Vps75 6, CAL PDZ FP-2 -3.2, SR-BI DiI-HDL act -20, dFosB activator 1, MITF act -2, PfHsp90 yeast 2 14 and PvdQ inh -9.

Two entries drawn at random from the list so far:
Screening CCOc1ccc(N=NC2C(=O)N(C(N)=S)N=C2C)cc1 (stereo unspecified) returned NSD2 HMT inh -46, SR-BI DiI inh 11, CAL PDZ FP-1 -7, Rtt109 Vps75 -2, CAL PDZ FP-2 -0.5, SR-BI DiI-HDL act -11, dFosB activator 2, MITF act 38, PfHsp90 yeast 2 -33 and PvdQ inh -9.
Screening O=C(NNC(=O)C(c1ccccc1)c1ccccc1)c1ccccn1 returned NSD2 HMT inh -1, SR-BI DiI inh -4, CAL PDZ FP-1 -3, Rtt109 Vps75 -1, CAL PDZ FP-2 -1.9, SR-BI DiI-HDL act 4, dFosB activator 1, MITF act -47, PfHsp90 yeast 2 28 and PvdQ inh -1.
